# Screens: PubChem BioAssay, several laboratories
# b-catenin transl = modulators of beta-catenin nuclear translocation, primary screen, imaging, HeLa cells, immunofluorescence, high-content. nuclear translocation activity, % at 5 µM. hit rate 0.3% among 190,000. AID 1665, 2009;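 active = nuclear translocation activity above 50% at 5 µM, with a well cell count of 50 or more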;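 also: per-cell ratio of nuclear to cytoplasmic median beta-catenin stain intensity; plate controls were DMSO negative control for no effect and GSK-3 inhibitor IX positive control for full effect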
#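 Test system: human HeLa cells, native beta-catenin. Compound dosing: 5 µM primary single dose, 0.1% DMSO, 0.02–20 µM confirmation series. Incubation: compound exposure 24 h at 37°C. Detection: beta-catenin immunostaining with DAPI counterstain, 20x imaging, 6 fields/well. Read-out basis: Nuclear/cytoplasmic beta-catenin signal ratio, % activation.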
# Autophagy mod = autophagy modulators in MEF cells, primary screen, imaging, high-content, MEF GFP-LC3. MEF GFP-LC3 puncta imaging; test concentration mostly 10 µM. calls only at 10 µM (by protocol). hit rate 0.98% among 190,000;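 active = percentage of spot-positive cells more than 3 SD above its plate mean, without a fluorescence outlier flag or 80% toxicity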;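 also: spot-positive cell cutoff set from DMSO-treated cells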
# human PMI inhibition = inhibitors of human PMI, primary screen, biochemical, fluorescence intensity, coupled assay (AID 1209); Mannose-6-phosphate isomerase (Homo sapiens); hit rate 0.42% among 190,000; inhibition, % at 20 µM; hits with a dose series show IC50 in µM; purified PMI enzyme, coupled fluorescence intensity; higher % means a stronger effect;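 also: plate controls were DMSO vehicle for no effect and wells lacking substrate for full effect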
# WT yeast gro inh = growth inhibition of WT strain, primary screen, mitochondrial fusion inhibitor project, WT and mutant strains, chemical genetic | AID 1362, 2008 | inhibition, % at 10 µM | mitochondrial fusion phenotypic screen | hit rate 2.1% among 190,000; in the data active = inhibition above about 58%; tested in S. cerevisiae
# Yfh1-off respiration = enhancers of respiration in Yfh1-depleted yeast, dose response, Friedreich's ataxia, plus single-dose screen (AID 1465) | S. cerevisiae Yfh1-off respiration, WST-1 reduction, 72 h; higher fold induction means a stronger effect | fold induction at 50 µM; hits with a dose series show EC50 in µM | hit rate 0.074% among 220,000;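 active = fold induction of absorbance versus untreated yeast above a set limit, then at least 30% activation at any dose in follow-up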;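 also: activators that raise dye reduction in frataxin-depleted yeast; strong numbers were not always called active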
# Ins promoter up = insulin promoter activators in MIN6 cells, imaging, high-content screening, mouse beta cells | MIN6 insulin promoter-GFP reporter; stronger effect = higher value | z-score at 5 µM | hit rate 0.3% among 190,000;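 active = z-score above 3 at 5 µM with at least 500 cells counted in the well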
# Dynein transport = inhibitors of GR-EGFP nuclear translocation, primary screen, dynein cargo transport inhibitor project, imaging, high-content, 3617.4 mouse cells; hit rate 0.47% among 220,000; z-score, hits read low; test concentration mostly 20 µM; stimulated with dexamethasone, 1 µM; stronger effect = lower value;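 active = plate z-score of nuclear minus cytoplasmic receptor signal below a set negative limit, without overly bright fluorescence or cell loss, cut at about -3.5 in these data, passing the limit was not always enough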;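 also: z-score of nuclear minus cytoplasmic ring GR-EGFP intensity difference per well; some compounds called inactive have numbers as strong as hits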
#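 medium = tetracycline-free induction medium containing charcoal-stripped FBS | probe or stimulus = dexamethasone, 1.0 µM final | timing = 48 h induction, then 1 h compound, then 30 min agonist, 37 °C | detection = automated 10x imaging of fixed Hoechst-stained cells | read-out basis = nuclear versus cytoplasmic GR-EGFP signal, averaged per well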
# MT stabilize HCS = microtubule stabilizers in HeLa cells, primary screen, imaging, high-content imaging; hit rate 0.83% among 200,000; % tubulin-high responders, % at 10 µM; HeLa tubulin immunostaining HCS, 24 h; share of cells brighter than vehicle mean+2SD;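 active = plate Z-score above 3 for both tubulin-high and condensed-nucleus cell shares, with cell loss under 80%, at 10 µM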;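 also: anti alpha tubulin signal scored within the nucleus-defined area of each cell; some results filed as inactive read as strong as hits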
# PMI inhibition = human PMI inhibitors, high substrate, primary screen, biochemical, fluorescence intensity, high mannose 6-phosphate (AID 1220); recombinant PMI enzyme, coupled fluorescence intensity; higher % means a stronger effect; hit rate 0.66% among 190,000; inhibition, % at 20 µM; hits with a dose series show IC50 in µM
# WT yeast gro inh mutant strain = recorded beside WT yeast gro inh, whose call it bears; inhibition, %; mitochondrial fusion phenotypic screen, mutant strain inhibition
# Dynein transport cytoplasmic EGFP = further read-out of Dynein transport, marked with its call; z-score; measured here: cytoplasmic GR-EGFP intensity; stronger effect = higher value
# Dynein transport nuclear GR-EGFP = further read-out of Dynein transport, marked with its call; z-score; measured here: nuclear GR-EGFP intensity;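 lower value marks the stronger effect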
# Dynein transport cell count = recorded beside Dynein transport, whose call it bears; z-score; measured here: cell count per field
# Ins promoter up cell count = also measured in Ins promoter up; calls as there; cell count; measured here: cytotoxicity, nuclei count;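 total cells summed across four imaged fields per well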
# b-catenin transl cell count 5 µM = second read-out of b-catenin transl, no call of its own (marks repeat the call); cell count; measured here: cell count, cytotoxicity flag
# MT stabilize HCS Hoechst-high % = recorded beside MT stabilize HCS, whose call it bears; % Hoechst-high responders; measured here: nuclear condensation Hoechst responders;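 share of cells brighter than vehicle mean plus two SD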
# MT stabilize HCS cytotoxicity % = second read-out of MT stabilize HCS, no call of its own (marks repeat the call); toxicity, %; measured here: cytotoxicity by cell density;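 0% = mean cell density of plate MIN control wells and 100% = no cells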
# Autophagy mod cell loss 18 h = also measured in Autophagy mod; calls as there; toxicity, %; measured here: cell loss, nuclei count;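 cell loss after 18 h compound exposure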
# Numbers without * were called inactive; i = inactive; · = no result given; & = joins results of further samples. Rule as the data show it, unless noted: active = inhibition above about 50%; inactive = the rest.
SMILES,b-catenin transl,b-catenin transl cell count 5 µM,Autophagy mod,Autophagy mod cell loss 18 h,human PMI inhibition,WT yeast gro inh,WT yeast gro inh mutant strain,Yfh1-off respiration,Ins promoter up,Ins promoter up cell count,Dynein transport,Dynein transport cytoplasmic EGFP,Dynein transport nuclear GR-EGFP,Dynein transport cell count,MT stabilize HCS,MT stabilize HCS Hoechst-high %,MT stabilize HCS cytotoxicity %,PMI inhibition
CCOC(=O)c1c(NC(=S)Nc2ccc(OC)cc2)sc2c1CCC2,4.0,1085,i,-5,17%,1,13,i,0.16,1431,-0.091,-0.22,-0.098,-0.65,1.8,3.3,7.8,6%
Cc1ccc(C(=O)c2coc3ccc(O)c(Cl)c23)cc1,-8.1,1070,i,2,12%,·,·,i,·,·,-0.28,-0.17,-0.14,0.4,2.3,1.6,7.5,18%
COc1ccccc1N1CCN(C(=O)CCNS(=O)(=O)c2ccc(Br)s2)CC1,0.4,1238,i,9,-3%,13,-9,i,0.14,1688,-0.61,0.77,0.038,0.15,3.5,3.5,3.9,-1%
COc1ccc(C)cc1S(=O)(=O)N1CCN(Cc2ccccc2)CC1,-0.2,1073,i,-5,16%,-20,-3,i,0.02,1810,0.4,-0.21,0.7,1.5,3.7,1.9,3.5,14%
CCOC(=O)C1=C(C)Nc2ccccc2N=C1NC(=O)Cc1ccc(Br)cc1,0.2,1030,i,15,19%,15,16,i,-0.13,1406,0.17,-0.086,0.17,-0.082,1.7,1.9,2.3,16%
O=C(O)c1ccc(Cl)c(NC(=O)C2CCCN2S(=O)(=O)c2cccc3nsnc23)c1 (stereo unspecified),-0.2,1360,i,-6,-3%,-18,-10,i,0.46,1556,-0.013,-0.18,0.18,-0.37,3.5,2.0,4.2,11%
Cc1n[nH]c(=O)n1-c1cccc(C(F)(F)F)c1,·,·,i,18,2%,-3,-7,i,·,·,0.2,-0.17,-0.041,-1.8,3.8,1.9,6.6,0%
COc1cc2cc(CN(CCO)C(=O)c3cccs3)c(=O)[nH]c2cc1OC,·,·,i,-3,-2%,-25,-12,i,·,·,0.68,-0.2,0.054,0.009,1.7,1.4,5.3,-4%
C#CCn1c(=NC(=O)c2ccco2)sc2cccc(Cl)c21,-0.1,1334,·,·,·,·,·,i,-0.93,1156,-0.46,-0.23,-0.27,0.88,·,·,·,·
Cc1nnc2n(-c3ccc(Cl)cc3)c(=O)c3c4c(sc3n12)CN(C)CC4,-7.5,980,·,·,6%,-4,-1,·,0.41,1174,·,·,·,·,·,·,·,8%
COc1ccc(-c2noc(C)c2-c2ccc3ccccc3n2)c(O)c1,-1.4,1488,i,-42,18%,39,18,i,0.23,1259,-0.7,-0.41,-0.064,0.14,8.1,5.9,17,20%
COc1cc2c(cc1OC)CN(CC(=O)Nc1ccccc1C#N)CC2,0.8,1091,i,-3,3%,-7,-25,i,·,·,-0.63,-0.092,-0.054,0.31,1.1,1.8,6.2,0%
O=C(Nc1cccc(F)c1)c1coc(=O)c(Br)c1,-2.6,1172,i,14,4%,-3,8,i,0.16,1417,-0.42,0.81,0.41,-2.2,6.1,1.4,0.4,-13%
CCCc1cc(-c2n[nH]c(=S)n2-c2cccc(C)c2)cs1,-0.4,1425,i,-9,11%,57,19,i,0.21,1394,-0.21,-0.28,-0.13,-0.59,1.0,2.0,4.8,10%
CC(=Nc1ccccc1)C1=C(O)COC1=O,-1.4,1200,i,-38,6%,-4,-1,i,-0.88,925,0.26,-0.27,-0.067,1,3.1,1.8,9.7,-22%
CCOC(=O)c1sc2nccc(OC)c2c1N=CNOC,-0.4,1106,i,-7,3%,-4,-3,i,0.04,1383,-0.98,-0.31,-0.13,0.48,4.2,2.4,5.9,0%
COc1ccc(C2=C(CN(C)C)C(c3ccccc3)c3ccccc3O2)cc1 (stereo unspecified),-0.1&-1.5,1051&1402,i,-39&19,16%&-5%,43&34,28&21,i,-0.51&-0.74,1746&1006,0.41&0.63,-0.17&-0.2,0.0054&0.67,-0.77&0.43,4.4&3.9,1.9&1.4,3.8&5.1,9%&-7%
Cc1cc(-n2c(C)cc(C(=S)N3CCOCC3)c2C)ccc1Br,·,·,i,9,18%,35,19,i,-0.03,1221,-0.042,-0.19,0.062,-0.8,2.5,3.3,12,9%
COc1cc2c(cc1OC)-c1cc3ccc4c(c3c[n+]1CC2)OCO4,·,·,i,-4,24%,60*,59*,i,0.52,1189,0.25,0.23,0.48,0.47,3.3,2.9,2.2,54%*
O=C(NCCCN1CCN(c2cccc(Cl)c2)CC1)c1nc(-c2ccncc2)no1,-2.9,1126,i,-2,6%,0,-2,i,-0.31,905,1.6,-0.21,1.6,-0.21,1.6,1.2,9.9,8%
O=C(COn1nnc2ccccc21)N1CCN(Cc2ccccc2)CC1,-1.2,1057,i,-1,1%,-12,5,i,0.9,1264,1.2,-0.37,-0.1,-0.53,2.9,1.8,6.1,3%
Cc1ccc[n+](CC(=O)c2cc3ccccc3oc2=O)c1,-3.1,1379,i,-18,13%,10,-2,i,-0.07,1509,0.43,-0.22,-0.18,0.7,3.5,2.0,4.4,20%
CCn1c(SCC(=O)OCc2ccccc2)nnc1-c1ccco1,1.2,1373,i,-11,-4%,4,-12,i,-0.25,1622,0.018,-0.2,0.049,0.23,1.9,2.1,9.0,-2%
Cc1ccc(S(=O)(=O)N/N=C/c2c[nH]c3ccccc23)cc1,-0.3,1057,i,-12,-2%,2,18,i,1.4,1250,0.04,-0.27,0.3,-0.12,5.1,2.6,8.3,8%
O=C(N=Nc1c(O)n(Cc2ccccc2)c2ccccc12)c1ccc(O)cc1,1.7,988,i,15,16%,57,23,i,-2,1090,0.7,0.21,1.3,-2.1,4.1,2.8,11,8%
# The list goes on.
SMILES,b-catenin transl,b-catenin transl cell count 5 µM,Autophagy mod,Autophagy mod cell loss 18 h,human PMI inhibition,WT yeast gro inh,WT yeast gro inh mutant strain,Yfh1-off respiration,Ins promoter up,Ins promoter up cell count,Dynein transport,Dynein transport cytoplasmic EGFP,Dynein transport nuclear GR-EGFP,Dynein transport cell count,MT stabilize HCS,MT stabilize HCS Hoechst-high %,MT stabilize HCS cytotoxicity %,PMI inhibition
O=C(Nc1ccccc1C(=O)N1CCCCC1)C1CCCCC1,-3.6,1000,i,4,-2%,-17,0,i,0.8,1288,-0.43,-0.12,0.005,0.36,3.0,1.7,8.7,5%
COc1ccccc1/C=N/NC1=NCCCCC1,-2.1,884,i,1,3%,-2,17,i,0.43,1379,0.99,-0.15,0.83,-0.57,2.7,1.6,8.3,0%
COc1ccc(OCC(=O)NNC(=O)C(=O)N2CCCC2)cc1,-0.7,904,i,-8,18%,0,15,i,0.5,1277,0.18,-0.24,0.34,0.12,2.6,3.3,4.0,12%
COCCNc1nc2c(c(=O)n(C)c(=O)n2C)n1Cc1cccc(C)c1,·,·,i,-11,-2%,1,-54,i,·,·,0.12,-0.2,0.21,-0.34,1.3,1.7,9.1,0%
O=c1c2ccccc2nnn1CSc1nnnn1-c1ccccc1,-0.9,1422,i,5,0%,-17,-2,i,0.77,1608,-1,-0.18,-1.3,0.12,2.5,2.0,6.0,-8%
CSc1cccc(NC(=S)N(CCC(C)C)C(C)c2ccncc2)c1 (stereo unspecified),0.4,1415,·,·,·,·,·,i,-0.05,1105,0.43,-0.18,1.2,-1.8,·,·,·,·
Cc1nn(Cc2ccc(F)cc2)c2sc(C(=O)Nc3ccc(N4CCOCC4)cc3N3CCOCC3)cc12,-0.9,608,i,8,15%,30,24,i,-1,1093,1.4,-0.27,0.34,-0.3,3.7,3.0,3.4,21%
S=c1[nH]nc(-c2cnccn2)n1-c1ccccc1,-1.6,1131,i,0,17%,9,-2,i,-0.49,1305,0.36,0.0072,0.4,0.52,1.3,1.3,7.9,12%
COc1ccccc1-n1cnc(N)c1C(C)=O,-1.5,1164,i,-5,9%,-10,-4,i,0.05,1286,0.21,-0.24,0.81,-0.2,3.3,3.2,12,7%
COC(=O)CCC(=O)N1CCOCCOCCN(C(=O)CCC(=O)OC)CCOCCOCC1,-2.2,1237,i,-1,-12%,6,4,i,0.25,1194,-0.49,-0.19,-0.39,-0.07,3.5,2.4,6.9,-3%
CC(C)CC(=O)NC(NC(=S)Nc1ccccc1)C(Cl)(Cl)Cl (stereo unspecified),-0.8,1097,i,0,-2%,10,9,i,-0.49,1216,1.6,0.054,1.4,-1.5,1.4,1.7,3.1,-5%
CCOC(=O)c1nnn2c1nc(N1CCOCC1)c1ccccc12,1.4,1234,·,·,·,·,·,i,-0.32,1109,0.47,-0.23,0.23,0.0033,·,·,·,·

# Compounds as they come; 5% or so of the library scored in one or more.
